ALDH1A1 block: qHTS Assay for Inhibitors of Aldehyde Dehydrogenase 1 (ALDH1A1); Aldehyde dehydrogenase 1A1 (Homo sapiens), P00352; Purified ALDH1A1, NADH fluorescence, propionaldehyde substrate; Potency, µM (series often up to 75.3 µM), for inactives: at the highest dose activity, negative = inhibition, hits mostly inhibitors; 7.3% of 220,000 active; AID 1030, 2008; active means well fitted inhibition curve with a large enough effect, not every such curve was filed as active; inconclusive means small, poorly fitted or top-dose-only effect, or another doubt; inactive means no such curve, though single readings can be large or run the other way;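 further: plate controls were no enzyme wells and a reference inhibitor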
Target sequence (P00352 whole entry, looked up): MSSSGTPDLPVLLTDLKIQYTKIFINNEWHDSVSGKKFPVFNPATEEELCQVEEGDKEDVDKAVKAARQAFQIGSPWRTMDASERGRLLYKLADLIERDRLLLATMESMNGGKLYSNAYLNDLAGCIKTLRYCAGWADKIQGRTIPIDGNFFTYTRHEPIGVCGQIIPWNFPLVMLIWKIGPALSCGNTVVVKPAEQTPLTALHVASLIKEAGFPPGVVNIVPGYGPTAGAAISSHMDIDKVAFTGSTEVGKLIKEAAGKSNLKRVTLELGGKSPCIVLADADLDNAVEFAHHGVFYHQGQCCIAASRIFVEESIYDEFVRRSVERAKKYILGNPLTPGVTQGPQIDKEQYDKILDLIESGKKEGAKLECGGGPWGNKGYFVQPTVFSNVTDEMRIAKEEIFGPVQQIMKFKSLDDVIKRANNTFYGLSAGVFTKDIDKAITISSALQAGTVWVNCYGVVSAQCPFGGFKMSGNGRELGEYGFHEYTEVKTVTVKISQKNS
Tau FP inhib: qHTS for Inhibitors of Tau Fibril Formation, Fluorescence Polarization; K18 P301L tau heparin fibrillization, Alexa594 FP, 6 h; 0.39% of 280,000 active; Potency, µM (top dose mostly 57.7 µM), without a hit: at the highest dose activity, negative = inhibition, hits mostly inhibitors; Microtubule-associated protein tau (Homo sapiens), P10636; further: on the % scale 0 is the no-effect control and ±100 the full control effect; nearly all actives have a fitted effect of over 55% in size
Target sequence (P10636 561-689 P618L limits assumed): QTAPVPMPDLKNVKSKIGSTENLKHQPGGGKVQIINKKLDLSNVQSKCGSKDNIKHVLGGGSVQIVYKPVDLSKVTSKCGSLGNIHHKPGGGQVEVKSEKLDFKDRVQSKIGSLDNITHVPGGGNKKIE
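Compound effects on tau fibrillization are measured by Alexa 594 fluorescence polarization (ex 555, em 632 nm). K18 P301L tau is used at 15 uM with 0.24 uM labeled tracer, and 20 uM heparin induces aggregation over 6 hr at 37 C.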
HTT aggregate: qHTS Multiplex Assay to Identify Dual Action Probes in a Cell Model of Huntington: Aggregate Formation (GFP); PC12 HttQ103-GFP aggregates, Acumen cytometry, 40 h; Potency, µM (series often up to 46.1 µM), for inactives: at the top dose activity change, negative = inhibition, most hits filed as inhibitors; 1.1% of 220,000 active; AID 1688, 2009; further: on the % scale 0 is the no-effect control and ±100 the full control effect; nearly all actives have a fitted effect of over 60% in size
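Inducible Q103 Huntingtin exon 1–GFP PC12 line, 1500 cells/well in phenol red free DMEM with 5% equine and 5% calf serum. Tebufenozide 100 nM induced expression; compounds titrated; aggregates quantified by cytometry.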
JMJD2E inh: qHTS Assay for Inhibitors of Human Jumonji Domain Containing 2E (JMJD2E) | Lysine-specific demethylase 4E (Homo sapiens), B2RXH2 | JMJD2E catalytic domain, FDH-coupled NADH fluorescence (FDH is formaldehyde dehydrogenase) | Potency, µM (titrated, usually from 57.1 µM), without a hit: top-dose activity change, negative = inhibition, hits mostly inhibitors | 1.6% of 230,000 active; active means well fitted inhibition curve with a large enough effect, not every such curve was filed as active; inconclusive means small, poorly fitted or top-dose-only effect, or another doubt; inactive means no such curve, though single readings can be large or run the other way;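 further: 0% = wells with enzyme and -100% = buffer wells without enzyme; nearly all actives have a fitted effect of over 50% in size; many of its hits are not listed in these tables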
Target sequence (B2RXH2 1-337 limits assumed): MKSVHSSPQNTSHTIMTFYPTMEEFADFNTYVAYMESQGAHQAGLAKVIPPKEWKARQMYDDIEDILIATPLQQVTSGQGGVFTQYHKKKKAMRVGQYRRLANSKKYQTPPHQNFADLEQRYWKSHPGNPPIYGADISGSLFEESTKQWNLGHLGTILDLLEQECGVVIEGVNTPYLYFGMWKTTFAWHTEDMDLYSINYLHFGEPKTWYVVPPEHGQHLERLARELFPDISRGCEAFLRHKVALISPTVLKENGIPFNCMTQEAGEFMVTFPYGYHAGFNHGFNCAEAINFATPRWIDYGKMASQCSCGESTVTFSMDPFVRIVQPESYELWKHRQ
Tau fluor counter: Counterscreen qHTS for Inhibitors of Tau Fibril Formation, Fluorescence Polarization; tau K18 P301L Alexa594 fluorescence, heparin fibrillization; Potency, µM (titrated, usually from 57.7 µM), inactives show at the top dose activity change, negative = decrease; 0.93% of 280,000 active; further: on the % scale 0 is the no-effect control and ±100 the full control effect; nearly all actives have a fitted effect of over 55% in size
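Human tau K18 P301L (15 uM unlabeled, 0.24 uM Alexa 594-labeled) in 100 mM sodium acetate pH 7 with 20 uM heparin, 6 hr at 37 C. ThT 30 uM added, 1 hr ambient; Alexa 594 FP and total fluorescence read at 555/632 nm.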
Tau fibril ThT: qHTS for Inhibitors of Tau Fibril Formation, Thioflavin T Binding. AID 1460, 2008. Potency, µM (top dose mostly 57.4 µM), inactives show at the highest dose activity, negative = inhibition, hits mostly inhibitors. recombinant tau K18 P301L (four-repeat tau fragment), heparin-induced fibrillization, ThT fluorescence. 2.1% of 270,000 active. Microtubule-associated protein tau (Homo sapiens), P10636; further: on the % scale 0 is the no-effect control and ±100 the full control effect; nearly all actives have a fitted effect of over 55% in size
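Aggregation was driven by heparin (20 uM final) acting on recombinant tau […] bearing P301L in 100 mM sodium acetate pH 7; fibrils were detected with Thioflavin T.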
SMN2 splice enh: qHTS Assay for Enhancers of SMN2 Splice Variant Expression | Potency, µM (top dose mostly 46.1 µM), without a hit: at the highest dose activity change, positive = activation, hits mostly activators | AID 1458, 2008 | 2.8% of 210,000 active | HEK293 SMN2-luciferase splicing reporter, luminescence, 30-36 h; further: % of control where 0% means no effect; nearly all actives have a fitted effect of over 55% in size
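HEK293 cells carry an SMN2 […]–luciferase reporter in which exon 7 inclusion puts luciferase in frame. Cells were plated 10-12 h before compound addition, then incubated 30-36 h at 37C. ONE-Glo luminescence was read; sodium butyrate at 4.5 mM final served as control.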
HTT ATP protect: qHTS Multiplex Assay to Identify Dual Action Probes in a Cell Model of Huntington: Cytoprotection (ATP). PC12 HTT-Q103 induced, cytoprotection, ATP luminescence, 40 h. Potency, µM (doses to about 56.4 µM), for the others: cytoprotection (ATP increase), most hits filed as activators. 0.14% of 230,000 active;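 further: % of control where 0% means no effect; nearly all actives have a fitted effect of over 45% in size; toxic huntingtin expression switched on by the ecdysone agonist tebufenozide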
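PC12 cells stably carrying ecdysone-inducible Htt exon 1 (Q103)–GFP were induced with 100 nM tebufenozide (final) alongside library compounds in a dose series. Cytoprotection was scored as retained ATP by ATPlite luminescence.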
Starred values were filed as active, the others as inactive; ? = inconclusive; / = not tested or not shown; & = joins results of further samples; [ ] = dose if it differs, or a comment. Unless noted, the call rests on the fitted dose curve; in most records, active means well fitted curve in the direction sought with a large enough effect; inconclusive means small, poorly fitted or top-dose-only effect, or another doubt; inactive means no such curve, though single readings can be large; an effect the other way counts as inactive or inconclusive. Potency means the concentration at half of the fitted maximal effect. This is a subset; count on the stated rates, not on these rows.

Each structure is followed by: ALDH1A1 block	Tau FP inhib	HTT aggregate	JMJD2E inh	Tau fluor counter	Tau fibril ThT	SMN2 splice enh	HTT ATP protect
CC1(C)CC(=O)C2=C(C1)N(c1ccc(F)cc1)C(=O)CC2c1cccnc1 (stereo not given)
    -4%	12%	7%	1%	4%	1%	13%	13%[10 µM]
CN(C)c1ccc(/C=C/c2ccc3c4ccccc4ccc3[n+]2-c2ccccc2)cc1
    13µM*	?	4µM*	?	0.79µM*[fluorescent]	2µM*	-50%[inhibitor]	-45%[inhibitor][10 µM]
Cc1ccc(N(C(=O)C2COc3ccccc3O2)C(C(=O)NC2CCCCC2)c2cn(C)nc2C)cc1 (stereo not given)
    -2%	-3%	-15%	0%	0%	5%	10%	-2%[10 µM]
CCOC(=O)c1ccc(NC(=O)c2nc[nH]c2C(=O)N(CC)CC)cc1
    /	-7%	2%[9.22 µM]	6%	0%	7%	/	3%[10 µM]
CCC(=O)c1cc(F)c(N2CCN(C(=O)Cc3ccccc3)CC2)cc1C
    ?	0%	?	0%	-11%	-30%	-62%[inhibitor]	19%[10 µM]
CCCc1nnc(NC(=O)CN2CCOCC2)s1
    -6%	-6%	10%	?	-3%	-12%	14%	-8%
CC(=O)Oc1ccc(N2C(=O)C3C(C2=O)C2(C)C=CC3(C)O2)cc1 (stereo not given)
    0.63µM*	-9%	?	-3%	-4%	-11%	-3%	-76%[inhibitor]
NNC(=O)c1ccc(N2CCc3ccccc32)c([N+](=O)[O-])c1
    1.6µM*	10%	-9%	3%	?	14µM*	-13%	15%[10 µM]
CCc1cccc(NC(=O)Cn2ncn3c(cc4ccccc43)c2=O)c1
    -3%	-4%	2%	?	-19%	6%	-1%	-51%[inhibitor]
COC(=O)c1nc2n(n1)C(c1ccc(OC)c(OC)c1OC)C1=C(CCCC1=O)N2 (stereo not given)
    -4%	4%	-13%	-1%	5%	6%	/	-9%
Cc1c(N=C2C(=O)Nc3ccccc32)c(=O)n(-c2ccccc2)n1C
    ?	-7%	-1%	3%	-8%	-22%	6%	8%
CCOC(=O)CCCCCCCCCCCCC1C=CCC1 (stereo not given)
    ?	-2%	/	0%	-8%	-16%	2%	/
COc1cc(/C=C2/NC(=O)N(Cc3ccccc3F)C2=O)ccc1O
    6.3µM*	5%	27%	-28%	?	-19%	/	-48%[inhibitor]
COC(=O)C(O)(CC(=O)Nc1cccc(SC)c1)C(F)(F)F (stereo not given)
    ?	4%	5%	-7%	9%	3%	?	1%
CCOC(=O)N1CCN(CC(O)COc2ccc(C)cc2C(C)(C)C)CC1 (stereo not given)
    -2%	8%	11%	-3%	-1%	-12%	-14%	/
Cc1ccc(OCC(=O)N(Cc2ccco2)Cc2ccco2)cc1C
    /	1%	/	/	-5%	-2%	-6%	/
CCOc1ccccc1C(=O)N[C@H](C(=O)Nc1cc(S(=O)(=O)N(C)C)ccc1OC)C(C)C
    10µM*	-1%	4%	14%	-9%	1%	-8%	-34%[inhibitor]
CC1=[N+]([O-])C(N2CCOCC2)C(O)(c2ccccc2)C1 (stereo not given)
    2%	-1%	-2%	7%	-3%	-12%	-4%	-3%[10 µM]
COc1ccc2c(c1)c(C(=O)O)c(C)n2-c1ccccc1
    /	8%	3%[9.22 µM]	?	-1%	-3%	/	18%[10 µM]
CSc1ncc(Cl)c(C(=O)N(Cc2ccccc2Cl)C2CCS(=O)(=O)C2)n1 (stereo not given)
    /	-5%	/	/	-5%	-3%	11%	/
CN(CCO)C(=O)C1CCN(c2ncc(C(F)(F)F)cc2Cl)CC1
    13%	3%	-23%	-9%	-3%	-7%	-38%	19%[10 µM]
CCOc1ccc(Nc2nc(NCCN3CCOCC3)nc(OC)n2)cc1
    2%	1%	17%	-1%	-16%	?	-18%	-4%
COc1ccc(-n2nnnc2SCC(=O)N2CCCc3ccccc32)cc1OC
    25µM*	?	-4%	0%	-12%	-11%	-28%	4%[1.9 µM]
Cc1ccc(Oc2ncccc2/C=N/OCc2ccc(Cl)cc2Cl)cc1
    3%	?	2%	2%	-9%	-13%	-29%	?
CCCNC(=O)CCc1c(C)nc2nc(-c3cc(OC)cc(OC)c3)nn2c1C
    11%	3%&-6%	25%	5%	-11%&-3%	-4%&2%	2%&2%	-19%
CCN(CC)c1ccc(NC(=O)c2sc3nc4c(cc3c2N)CN(C)CC4)cc1
    /	?	/	/	?	1.3µM*	-1%	/
COC(=O)COc1nsnc1N1CCOCC1
    12%	-5%	2%	6%	0%	-2%	6%	-6%
Cn1c(=O)oc2cc(S(=O)(=O)N3CCCC(C(=O)NCc4cccs4)C3)ccc21 (stereo not given)
    11%	9%	0%	6%	-1%	3%	-6%	7%
COc1ccc(NC(=S)NC(NC(=O)c2cccc(C)c2)C(Cl)(Cl)Cl)c([N+](=O)[O-])c1 (stereo not given)
    ?	11%	4%	2%	?	?	11%	-13%[1.9 µM]
CC1CCCN(CC(O)CN)C1 (stereo not given)
    4%	6%	-10%	56%[activator]	8%	-4%	8%	-8%[10 µM]

Continued, overlapping the part above by 4 compounds.
| SMILES | ALDH1A1 block | Tau FP inhib | HTT aggregate | JMJD2E inh | Tau fluor counter | Tau fibril ThT | SMN2 splice enh | HTT ATP protect |
| --- | --- | --- | --- | --- | --- | --- | --- | --- |
| COC(=O)COc1nsnc1N1CCOCC1 | 12% | -5% | 2% | 6% | 0% | -2% | 6% | -6% |
| Cn1c(=O)oc2cc(S(=O)(=O)N3CCCC(C(=O)NCc4cccs4)C3)ccc21 (stereo not given) | 11% | 9% | 0% | 6% | -1% | 3% | -6% | 7% |
| COc1ccc(NC(=S)NC(NC(=O)c2cccc(C)c2)C(Cl)(Cl)Cl)c([N+](=O)[O-])c1 (stereo not given) | ? | 11% | 4% | 2% | ? | ? | 11% | -13%[1.9 µM] |
| CC1CCCN(CC(O)CN)C1 (stereo not given) | 4% | 6% | -10% | 56%[activator] | 8% | -4% | 8% | -8%[10 µM] |
| CC1=NN(c2ccccc2)C(=O)/C1=C\c1ccc(Br)s1 | 7.9µM* | -1% | 0.71µM* | 3.2µM* | ? | 13µM* | 0%[1.84 µM] | 5%[10 µM] |
| N#CC1=C(N)OC(c2ccccc2)=C(C#N)C1c1ccc2c(c1)OCO2 (stereo not given) | 1µM* | -13% | 8% | -15% | -27% | ? | ? | -2% |
| COc1ccc(C2C(C(=O)O)CC(=O)N2C2CCCCC2)cc1 (stereo not given) | 3% | 3% | -6% | 8% | 1% | -2% | 9% | -5%[0.074 µM] |
| C=C(C)[C@@H]1CC[C@]2(C(=O)O)CC[C@]3(C)[C@H](CC[C@@H]4[C@@]5(C)CC[C@H](O)C(C)(C)[C@@H]5CC[C@]43C)[C@@H]12 | / | -3% | -30%[9.22 µM] | 9% | 8% | 1% | / | 6%[10 µM] |
| CC(C)(C)Nc1ncnc2c1cnn2-c1ccccc1 | -2% | -8% | -28% | -11% | -10% | -6% | 2µM* | -34%[10 µM] |
| CC(CN1CCOCC1)c1ccccc1 (stereo not given) | 7% | 0% | 2% | -2% | 14% | 12% | -5% | 7% |
| COC(=O)c1cccc(C23CC4(C2)[C@H](CN(Cc2cccnc2)[C@@H]4c2ccccc2)C3c2ccccc2)c1 (stereo not given in full) | -9% | -1%&-3% | -25%[9.22 µM] | -26%&-28% | -6%&10% | -9%&-2% | -53%[inhibitor] | -6% |
| Cn1c(=O)c2c(O)cc(=O)[nH]c2n(-c2ccccc2)c1=O | 4% | -9% | -1% | 5% | -10% | -15% | -9% | 9% |
| C=CCOc1c(Br)cc(CNc2ccc(NC(=O)C(C)C)cc2)cc1OCC | ? | 3% | 6% | -11% | ? | ? | -16% | 13%[10 µM] |
| Cc1ccccc1-n1nnnc1SCC(=O)NCC1CCCO1 (stereo not given) | 5.6µM* | -11% | -2% | 10% | -4% | -3% | 7% | 8%[10 µM] |
| Cc1ccccc1-n1c(SCC(=O)Nc2ccc(Cl)cc2Cl)nc(O)cc1=O | / | 3% | / | / | -8% | -13% | -2% | / |
| COc1ccccc1NS(=O)(=O)c1cccc2nsnc12 | / | -5% | 6%[9.22 µM] | -5% | -3% | -7% | / | 24%[10 µM] |

Exported as labelled records: two of the compounds above
SMILES: COc1ccccc1NS(=O)(=O)c1cccc2nsnc12
- ALDH1A1 block = /
- Tau FP inhib = -5%
- HTT aggregate = 6%[9.22 µM]
- JMJD2E inh = -5%
- Tau fluor counter = -3%
- Tau fibril ThT = -7%
- SMN2 splice enh = /
- HTT ATP protect = 24%[10 µM]
SMILES: Cn1c(=O)c2c(O)cc(=O)[nH]c2n(-c2ccccc2)c1=O
- ALDH1A1 block = 4%
- Tau FP inhib = -9%
- HTT aggregate = -1%
- JMJD2E inh = 5%
- Tau fluor counter = -10%
- Tau fibril ThT = -15%
- SMN2 splice enh = -9%
- HTT ATP protect = 9%

Continuation:
| SMILES | ALDH1A1 block | Tau FP inhib | HTT aggregate | JMJD2E inh | Tau fluor counter | Tau fibril ThT | SMN2 splice enh | HTT ATP protect |
| --- | --- | --- | --- | --- | --- | --- | --- | --- |
| Cc1cc(C)n2nc(C(=O)N/N=C/c3ccc(Cl)cc3)nc2n1 | 6% | -11% | -7% | 3% | -4% | -9% | -5% | -13% |
| Cc1nc2ccccc2n1CCC(=O)O | 13% | 1% | -2% | 1% | -2% | -6% | 0% | -9%[10 µM] |
| COc1ccc(C(=O)N2CCc3cc(OC)c(OC)cc3C2c2cccc([N+](=O)[O-])c2)cc1OC (stereo not given) | -16% | ? | 2% | 4% | -10% | 2% | 15% | -3%[10 µM] |
| Cc1cccc(N=C2NN=C(c3c[nH]c4ccccc34)CS2)c1 | ? | ? | -5% | -7% | ? | 2.8µM* | 5% | 27%[10 µM] |

Compound activity (PubChem)
